# Bioassay records deposited in PubChem by several laboratories.
# DNA FID counter: displaces DNA intercalator in HCV helicase counter-screen; DNA fluorescent intercalator displacement, fluorescence; inhibition, % at 7.9 µM; 290,000 tested, 0.17% active; in the data active = inhibition above about 37%;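 note: 0% = vehicle and 100% = reference compound; higher means more ethidium bromide displaced from hairpin DNA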
# NS3 helicase inh: blocks Hepatitis C virus NS3 helicase unwinding. NS3 helicase DNA unwinding, Cy5 molecular beacon fluorescence. inhibition, % at 10.9 µM. 290,000 tested, 0.56% active. AID 1800;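 active = inhibition above the mean of all tested compounds plus 3 SD, set per campaign, cut at about 35% in these data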;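 note: 0% = DMSO wells and 100% = thioflavine S control wells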
#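 Compound dosing – single dose, 10.9 µM nominal final, DMSO 0.8% final · System – NS3 helicase fragment of HCV · Buffer or medium – MOPS pH 6.5, MgCl2, DTT, Tween20, BSA · Signal – Cy5 beacon fluorescence read at start and 1 h · Also added – annealed dual-labelled DNA beacon duplex, ATP-started · Schedule – 1 h at 25 °C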
# UBC9 SUMO inh: inhibitors of human SUMOylation (UBC9) | inhibition, % at 35 µM | HTRF SUMOylation assay, SAE1/SAE2 + UBC9, in vitro | AID 2006 | 290,000 tested, 0.36% active | P63279; in the data active = inhibition above about 50%, passing the limit was not always enough; note: strong numbers were not always called active
# Target sequence (P63279 whole entry, looked up): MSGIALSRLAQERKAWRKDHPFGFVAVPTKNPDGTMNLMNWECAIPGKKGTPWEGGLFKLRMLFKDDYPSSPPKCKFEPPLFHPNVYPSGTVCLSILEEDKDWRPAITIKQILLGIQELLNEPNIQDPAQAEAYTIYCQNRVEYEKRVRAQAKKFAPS
# NALP1 inh: blocks the NALP1 inflammasome reconstituted in yeast; AID 2071; inhibition, % at 10 µM; 280,000 tested, 0.61% active; S. cerevisiae NALP1/ASC/caspase-1 growth, X-gal OD620, 72 h; in the data active = inhibition mostly above about 24%, no sharp cut-off; inactive = mostly below about 32%; note: some compounds called inactive have numbers as strong as hits
# MEKK2mut PB1 HTS: signal of MEK5 binding to mutant human MEKK2 PB1 domain. bead flow cytometry, Alexa488-MEK5 binding to MEKK2 mutant. percent response, % at 10 µM. 290,000 tested, 0.35% active. AID 1530; in the data active = percent response above about 24%, passing the limit was not always enough; note: inactives centre near 1; some results filed as inactive read as strong as hits
# PfM18AAP inh: blocks P. falciparum M18 aspartyl aminopeptidase; recombinant PfM18AAP, H-Glu-NHMec fluorogenic cleavage; inhibition, % at 7.35 µM; 290,000 tested, 1.2% active;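 active = inhibition above the campaign mean inhibition over all tested compounds plus 3 SD, cut at about 28% in these data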;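 note: 0% = plate median of test compound wells and 100% = 2 mM ZnCl2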
# IMP-1 inh: blocks Pseudomonas aeruginosa IMP-1 metallo-beta-lactamase. 290,000 tested, 0.45% active. inhibition, % at 5.6 µM. purified IMP-1, nitrocefin hydrolysis, epi-absorbance fluorescence. AID 1556;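 active = inhibition above the mean plus 3 SD of all compounds in the same screening run, cut at about 4.5% in these data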;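 note: 0% = IMP-1 with DMSO and 100% = DMSO wells lacking enzyme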
#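 Material – recombinant IMP-1 enzyme, purified · Amount – IMP-1 0.2 nM before substrate addition · Medium – HEPES buffer pH 7.1 with ZnSO4 and Brij 35 · Timing – 25 °C, 15 min preincubation, 25 min reaction · Measured by – plate fluorescence quenching by hydrolysis product, ex 480/em 530 nm · Read-out – percent enzyme inhibition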
# VIM-2 inh: blocks Pseudomonas aeruginosa VIM-2 metallo-beta-lactamase. 290,000 tested, 0.89% active. purified VIM-2, nitrocefin hydrolysis, epi-absorbance fluorescence. AID 1527. inhibition, % at 5.6 µM;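 active = inhibition above the mean of all tested compounds plus 3 SD, cutoff set per screening run, cut at about 7.5% in these data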;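 note: red hydrolysis product quenches plate fluorescence so inhibitors raise well fluorescence; 0% = enzyme with DMSO and 100% = DMSO without enzyme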
# MEKK2 WT-MEK5: raises or lowers MEK5 binding to wildtype human MEKK2 PB1 domain; binding response (% of control), % at 10 µM; bead flow cytometry, Alexa488-MEK5 binding to MEKK2 WT; actives lie on both sides; 290,000 tested, 1.1% active; Q9Y2U5; in the data active = binding response below about 67% or above about 130%
# The depositor's hits bear a star; · = not tested or not shown.
SMILES,DNA FID counter,NS3 helicase inh,UBC9 SUMO inh,NALP1 inh,MEKK2mut PB1 HTS,PfM18AAP inh,IMP-1 inh,VIM-2 inh,MEKK2 WT-MEK5
CC(=O)C(C)Sc1nnc(-c2ccccc2F)n1C1CC1 (stereo not drawn),-11,-4,5,1,-2,-11,-1.3,-0.3,98
CC(C)N(Cc1ccccc1)C(=O)c1cnc2n(c1=O)CCS2,-4,7,8,20,9,8,-4.2,-4.2,107
CCCCCN(C(=O)CN1CCC(Cc2ccccc2)CC1)c1c(N)n(CCCC)c(=O)[nH]c1=O,15,-12,0,8,-4,-1,-1.2,-0.7,100
Cc1ccc(C(=O)NCCOc2cccc3cccnc23)cc1Cl,-11,-5,7,-7,6,-8,-1.9,-1.3,113
CCOC(=O)[C@H]1NN=C(C(=O)OC)[C@@H]1c1ccccc1,-7,3,-7,4,1,3,-1.7,-2.7,103
Cc1cc(C)n2nc(S(=O)(=O)Nc3c(Cl)cccc3Cl)nc2n1,2,-11,4,24,-1,-4,-2.8,-3.3,89
O=C(Nc1ccccc1)Nc1ccccc1C(=O)NCCCN1CCOCC1,0,6,4,-2,0,2,-1.8,-1.4,99
CCC1SC(CC)C(=O)N(CC(=O)NCc2ccc(F)cc2)C1=O (stereo not drawn),-7,9,-6,6,-3,2,-2.2,-3.5,94
CSCCC(NS(=O)(=O)c1ccc(Cl)c(Cl)c1)C(=O)O (stereo not drawn),-8,-7,9,-18,2,-2,-2.8,-1.4,96
CCOC(=O)c1ccc(N2C(=O)C(C)=C(C)C2=O)cc1,-4,-4,11,-1,2,1,0.8,-2.4,97
CCCCNS(=O)(=O)c1ccc2nc(SCC(=O)Nc3ccccc3)[nH]c2c1,-11,-16,-13,24,4,-7,-3.1,-7.1,99
O=Cc1cccn1Cc1ccccc1[N+](=O)[O-],-2,9,4,21,-1,-5,-2.7,-1.9,101
O=C1c2ccccc2C(=O)N1Cc1ccco1,1,5,7,27,3,-3,-4.1,-4.0,101
CS(=O)(=O)N(CC(=O)N1CCCCC1)c1cccc(F)c1,0,1,18,7,-12,5,-2.1,-2.8,86
COc1cc(C=O)c(Cl)cc1OCC(N)=O,-1,-3,16,-24,-4,0,-0.6,-1.2,97
CC(=O)c1cc2c(cc1NC(=O)c1c(-c3ccccc3)noc1C)OCO2,0,5,-2,-8,12,-1,-0.7,-7.4,100
Cc1ccc(NS(=O)(=O)c2c(C)[nH]c(C)c2C(=O)N2CCCCC2)cc1C,-42,-4,12,1,3,1,-2.0,-5.2,99
CC1CN(S(=O)(=O)c2ccc(C(=O)Nc3ccc(S(=O)(=O)Nc4ncccn4)cc3)cc2)CC(C)O1 (stereo not drawn),-14,6,-8,34,2,3,-6.2,-2.6,103
CCOc1ccc(N2C(=O)Nc3ccccc3C2(O)C(=O)NCc2ccc(F)cc2)cc1 (stereo not drawn),-1,-5,24,8,-10,2,-4.5,1.1,81
CCCNC(=O)CN1C(=O)COc2ccc(S(=O)(=O)N3CCCCCC3)cc21,-16,7,8,15,3,2,-1.7,-2.4,100
COC(=O)c1c(NC(C)=O)sc(C(=O)N2CCOCC2)c1C,-6,0,8,12,-1,-14,-1.7,2.1,105
CCOC(=O)C1=C(COC(=O)c2ccc(Br)o2)NC(=O)NC1C (stereo not drawn),-16,7,23,10,7,1,-1.7,-2.5,110
COCCn1c(=NC(=O)c2cc(-c3cccs3)nc3ccccc23)sc2cc(S(N)(=O)=O)ccc21,-8,64*,-35,25,-2,13,-0.7,-0.3,86
Cc1ccc(-c2nc3ccccc3n3c(C)nnc23)cc1,0,-5,12,0,1,8,-4.1,1.1,97
O=C(CCCCCNC(=O)c1ccccc1Cl)N/N=C/c1ccco1,-2,3,4,5,-8,5,-3.3,-3.7,91
# Additional results follow.
SMILES,DNA FID counter,NS3 helicase inh,UBC9 SUMO inh,NALP1 inh,MEKK2mut PB1 HTS,PfM18AAP inh,IMP-1 inh,VIM-2 inh,MEKK2 WT-MEK5
CC(C)NC(=S)NCc1cccs1,-3,-7,-4,3,2,0,-2.4,-1.9,100
CCOc1ccccc1-n1c(=O)c2ccccc2c2ccccc2c1=O,-10,0,-10,16,-2,-2,-1.7,-1.3,92
COc1ccc(NC(=O)c2ccccc2NC(=O)c2ccccc2)cc1,-9,-4,19,13,-1,-33,0.2,1.2,100
[O-]c1c[n+](-c2ccccc2)no1,5,-10,2,·,-2,3,-4.0,-2.1,99
C#CC(CC)(CC)NC(=O)/C=C/C(=O)O,-2,10,-14,-7,-2,-6,-0.6,-0.2,101
c1coc(CNCc2cccs2)c1,-2,5,16,0,-1,0,-1.1,-3.6,100
C/C(=N\NC(=O)Cn1ccc(C(F)(F)F)n1)c1ccco1,3,3,1,5,-1,1,-5.2,-4.0,109
O=C(Nc1ccc2nc(-c3cccnc3)[nH]c2c1)c1ccco1,0,0,15,9,6,0,-2.2,-2.5,111
NS(=O)(=O)c1cc(C(=O)NC2CCSc3ccccc32)ccc1Cl (stereo not drawn),-10,84*,73*,4,9,3,-5.5,-3.0,109
Cc1ccc(C(=O)Nc2ccc3c(c2)C(=O)NC3=O)cc1,-8,7,20,24,0,-1,-5.6,-0.8,96
COc1ccc(C(O)(CC(C)C)C(CN2CCOCC2)c2ccccc2)cc1 (stereo not drawn),-12,-5,-13,9,5,-7,-2.6,-2.9,106
CC(=O)Nc1ccc(S(=O)(=O)N2CCC(N3CCCCCC3)CC2)cc1,2,-3,5,3,16,2,-4.5,-1.8,115
COc1ccc(S(=O)(=O)N2CCN(CCCOc3ccc(F)cc3)CC2)cc1OC,-10,-16,-8,-12,-3,2,-4.1,-1.2,99
N/C(=N\OC(=O)CC1CCCCC1)c1ccc(Br)cc1,-16,3,4,2,4,2,-1.9,-1.6,105
COc1cccc(-c2nc3c(c(SCC(=O)N4CCOCC4)n2)Cc2c(CO)cnc(C)c2O3)c1,-47,-5,14,7,1,0,2.9,3.6,102
O=c1cc(CN2CCN(Cc3ccccc3)CC2)c2cc3c(cc2o1)CCC3,4,-3,4,·,0,-7,1.5,7.7*,101
N#C/C(=C/c1ccco1)c1nc2ccccc2s1,-10,31,40,39,-2,-5,1.5,2.4,91
COc1ccccc1C(CNc1ncccc1[N+](=O)[O-])N(C)C (stereo not drawn),1,7,5,-6,10,21,-1.5,-3.6,106
Cc1ccc(CC(=O)Nc2ccc(OC(F)F)c(Cl)c2)cc1C,-4,-5,-32,32,1,3,-3.7,-3.1,111
Cc1c(C)n(O)c2ccc3nonc3c12,-1,-7,20,·,14,4,-2.0,-1.2,105
Cc1cccc(Nc2nc(NCC3CCCO3)nc(N)c2[N+](=O)[O-])c1 (stereo not drawn),0,6,-2,40,14,1,-1.6,-3.4,108
C=CCNc1nnc(SCC(=O)Nc2ccccc2OC)c2ccccc12,-11,-10,17,5,0,0,-0.6,1.4,101
COc1ccc(-n2nc(C(=O)NCC(=O)N3CCN(Cc4ccccc4)CC3)c3ccccc3c2=O)c(OC)c1,-16,6,10,-10,-7,-9,-0.3,-0.7,97
O=C(/C=C/c1ccco1)c1ccccc1O,-3,8,9,-6,0,-2,-3.5,-4.4,95
CC(=O)Nc1nnc(SCC(=O)N2CCN(Cc3ccccc3)CC2)s1,0,3,-30,-12,3,8,-3.9,-3.6,105
# Next section
SMILES,DNA FID counter,NS3 helicase inh,UBC9 SUMO inh,NALP1 inh,MEKK2mut PB1 HTS,PfM18AAP inh,IMP-1 inh,VIM-2 inh,MEKK2 WT-MEK5
O=C(O)c1ccc2c3c(cccc13)C(=O)N(c1cccc3ccccc13)C2=O,-16,-9,11,6,3,3,-2.4,-2.3,101
CCCCNC(=O)CCSc1nc2nc(C)cc(C)n2n1,-7,2,2,24,2,-5,-2.5,0.4,104
CS(=O)(=O)N(CC(=O)N1CCCC1)c1cccc(Cl)c1Cl,-5,0,4,0,7,-3,-2.8,1.2,108
CN(Cc1nc2ccccc2[nH]1)C(=O)C1CCC(=O)N(CCc2cccc(F)c2)C1 (stereo not drawn),-19,4,2,-10,6,2,-1.2,-2.9,106
CCOc1cc(CNc2ccc(Br)cc2)cc(Br)c1OCC(=O)NC(C)(C)C,-4,1,-21,9,2,-4,-3.5,-3.3,105
Cc1ccc2nc(Cl)c3cc(C(=O)N(CCN(C)C)Cc4ccco4)sc3c2c1,10,-81,0,8,5,4,1.6,8.3*,149*
Cc1ccc(C(=O)N/C(=C\c2ccc(-c3ccc([N+](=O)[O-])cc3)o2)C(=O)NC2CCS(=O)(=O)C2)cc1 (stereo not drawn),2,-1,6,16,8,-1,-2.1,1.4,4.0*
Cc1ccc(C2OCC3(CO2)COC(c2ccc(C)cc2)OC3)cc1 (stereo not drawn),0,-1,6,15,2,-8,-1.8,-1.5,103
CCOCCCNC(=O)CSc1nnc(-c2ccc(S(=O)(=O)N3CCCC3)cc2)n1C,-20,-6,5,22,-2,3,-1.6,-2.2,100
Cc1ccc(SCCNC(=O)/C=C/c2cccc([N+](=O)[O-])c2)cc1,-3,-3,-12,25,0,0,-0.2,-2.1,103
CCCC[C@H]1COCCS(=O)(=O)N1Cc1cccc(F)c1,-16,2,0,23,-8,-14,1.8,2.8,103
CCC(Sc1nc(-c2cccc(OC)c2)c(C#N)c(=O)[nH]1)C(=O)Nc1nnc(C(C)C)s1 (stereo not drawn),-13,-11,-1,-7,0,-8,-2.0,-3.4,99
Cc1occc1-c1nnc(SCC(=O)Nc2ccccn2)o1,-15,-5,7,-6,-9,2,-3.6,-0.8,88
c1ccc(N2CCN(c3ccccc3)C2c2ccncc2)cc1,2,5,1,15,-9,0,-3.6,-0.9,82
CCn1c(N2CCN(C(=S)Nc3ccc(OC)cc3)CC2)nc2ccccc21,-15,-3,4,-8,-3,5,-2.5,-4.0,90
CC(C)c1ccc(NC(=O)CSc2nc3c(c(=O)[nH]2)CCC3)cc1,-5,9,11,15,2,-4,-3.2,-0.7,102
COc1ccc(-n2c(SCC(=O)N/N=C/c3ccccc3OCC(=O)O)nc3ccccc3c2=O)cc1,-27,11,8,·,4,10,-1.9,-0.4,99
Cn1nc(OC(=O)Nc2cccc(Cl)c2)cc1C(F)(F)F,1,-1,0,20,7,0,-1.0,-2.6,105
S=C(NCCc1ccccc1)N/N=C/c1cccc(Cl)c1Cl,-11,3,-40,-4,10,-2,-3.4,-3.2,102

# Another view of part of the listing above.
SMILES | DNA FID counter | NS3 helicase inh | UBC9 SUMO inh | NALP1 inh | MEKK2mut PB1 HTS | PfM18AAP inh | IMP-1 inh | VIM-2 inh | MEKK2 WT-MEK5
Cc1ccc2nc(Cl)c3cc(C(=O)N(CCN(C)C)Cc4ccco4)sc3c2c1 | 10 | -81 | 0 | 8 | 5 | 4 | 1.6 | 8.3* | 149*
Cc1ccc(C(=O)N/C(=C\c2ccc(-c3ccc([N+](=O)[O-])cc3)o2)C(=O)NC2CCS(=O)(=O)C2)cc1 (stereo not drawn) | 2 | -1 | 6 | 16 | 8 | -1 | -2.1 | 1.4 | 4.0*
Cc1ccc(C2OCC3(CO2)COC(c2ccc(C)cc2)OC3)cc1 (stereo not drawn) | 0 | -1 | 6 | 15 | 2 | -8 | -1.8 | -1.5 | 103
